Bioassay records (PubChem)
Growth percent in the NCI-60 one-dose screen (48 h, 10 µM unless noted): 100 = growth as untreated, 0 = no growth, -100 = all killed.
HCT-15 = HCT-15 colon cancer; 82,000 tested, 5.2% active; AID 1794746
HCC-2998 = HCC-2998 colon cancer; 79,000 tested, 4.7% active
786-0 = 786-0 renal cancer cells; 81,000 tested, 5.1% active
SW-620 = SW-620 colon cancer. 82,000 tested, 5.2% active
HT29 = HT29 colon cancer. 81,000 tested, 7.4% active. AID 1794748
SN12C = SN12C renal cancer cells; 81,000 tested, 3.8% active; AID 1794767
TK-10 = TK-10 renal cancer cells; 81,000 tested, 3.9% active; AID 1794769
UO-31 = UO-31 renal cancer. 81,000 tested, 5.2% active
HCT-116 = HCT-116 colon cancer; 82,000 tested, 7.3% active
* hit, by the source's call; x = not tested or not shown; & = joins results of further samples. The calls were made as follows: active = growth percent below 10; inactive = the rest.

Order of values – HCT-15, HCC-2998, 786-0, SW-620, HT29, SN12C, TK-10, UO-31, HCT-116
- CCCCCNC(=O)COc1ccc(CCN2CCn3c(nc4c3c(=O)n(C)c(=O)n4C)C2)cc1
→ 99, 107, 91, 104, 102, 102, 101, 79, 103
- Cc1ccc(/C=C/c2c(C(=O)c3ccccc3)c(C)nc3ccccc23)cc1
→ 93, 92, 100, 98, 94, 95, 103, 76, 84
- C=C(C)[C@@H]1CC=C2c3sc(-c4ccc(C(F)(F)F)cc4)nc3C[C@@H](C)[C@]2(C)C1
→ 107, 107, 102, 94, 97, 89, 131, 69, 96
- COc1ccc2c(c1)CCc1cnoc1-2
→ 110, 102, 98, x, 106, 109, 106, 104, 105
- O=c1[nH]cnc2c1C(c1ccc([N+](=O)[O-])cc1)c1sc3c(F)cccc3c1O2 (stereo not given)
→ 88, 102, 101, 77, 107, 100, 106, 71, 99
- Nc1ccccn1
→ x, x, x, 107, 109, 101, 111, x, 97
- CCCCCCCCCCCCCCCCCC(=O)OCCN1C(=O)c2ccccc2C1=O
→ 103, 120, 108, 102, 105, 94, 113, x, 99
- [O-]c1c[n+](-c2ccc(Cl)cc2)no1
→ 99, 101, 108, 98, 118, 93, 116, 85, 102
- c1ccc(COc2ccc(Nc3ncnc4c3sc3ncccc34)cc2)cc1
→ 106, 90, 100, 103, 98, 107, 92, 91, 104
- Cc1ccc2nsnc2c1NC(=O)Cn1c(-c2nonc2N)nc2ccccc21
→ 91, 104, 98, 103, 95, 106, 121, 89, 80

Next section.
Order of values – HCT-15, HCC-2998, 786-0, SW-620, HT29, SN12C, TK-10, UO-31, HCT-116
- COc1ccc(C(C)=O)cc1OCc1ccccc1
→ 97&108, 103&94, 99&105, 103&105, 95&109, 100&99, 116&140, 79&90, 91&106
- S=C(c1ccccc1)N1CCN(c2cccc(Cl)c2)CC1
→ 105, 105, 107, 99, 95, 100, 110, 93, 106
- COc1ccc(C2C(C#N)=C(N)Oc3c2sc2c(Br)cccc32)cc1 (stereo not given)
→ 19, 57, 30, 32, 5.0*, 37, 50, 36, 22
- CC1(C)N=C(N)N=C(N)N1c1cccc(OCCOc2cccc([N+](=O)[O-])c2)c1
→ 89, 48, 82, 49, 15, 29, 72, 78, 11
- O=c1[nH]c2c(cc1S(=O)(=O)c1ccccc1)CCc1[nH]ncc1-2
→ 100, 97, 92, 110, 103, x, 114, 92, 98
- COc1cc2c(cc1OCCCCN1CCN(C(=S)SCCC(C#N)(c3ccccc3)c3ccccc3)CC1)N=C[C@@H]1CCCN1C2=O
→ -55*, -72*, -85*, -96*, -66*, -57*, -80*, 11, -62*
- CC(=O)Nc1ccc(C(F)(F)F)cc1
→ 105, 110, 98, 83, 91, 101, 107, 96, 89
- NN1CCOC(c2ccccc2)C1 (stereo not given)
→ 101, 107, 103, 98, 113, 102, 122, 71, 91
- O=C(NNC(=O)c1ccc([N+](=O)[O-])cc1)c1ccc([N+](=O)[O-])cc1
→ 97, 104, 95, 106, 101, 112, 96, 95, 85
- CN(C)c1ccc(NC(=O)[C@@H]2CCC(=O)N2)cc1
→ 93, 110, 97, 101, 80, 99, 99, 92, 97

Exported with tabs: entries from further up.
SMILES	HCT-15	HCC-2998	786-0	SW-620	HT29	SN12C	TK-10	UO-31	HCT-116
Cc1ccc2nsnc2c1NC(=O)Cn1c(-c2nonc2N)nc2ccccc21	91	104	98	103	95	106	121	89	80
COc1ccc(C(C)=O)cc1OCc1ccccc1	97&108	103&94	99&105	103&105	95&109	100&99	116&140	79&90	91&106
S=C(c1ccccc1)N1CCN(c2cccc(Cl)c2)CC1	105	105	107	99	95	100	110	93	106
COc1ccc(C2C(C#N)=C(N)Oc3c2sc2c(Br)cccc32)cc1 (stereo not given)	19	57	30	32	5.0*	37	50	36	22
CC1(C)N=C(N)N=C(N)N1c1cccc(OCCOc2cccc([N+](=O)[O-])c2)c1	89	48	82	49	15	29	72	78	11
O=c1[nH]c2c(cc1S(=O)(=O)c1ccccc1)CCc1[nH]ncc1-2	100	97	92	110	103	x	114	92	98
COc1cc2c(cc1OCCCCN1CCN(C(=S)SCCC(C#N)(c3ccccc3)c3ccccc3)CC1)N=C[C@@H]1CCCN1C2=O	-55*	-72*	-85*	-96*	-66*	-57*	-80*	11	-62*
CC(=O)Nc1ccc(C(F)(F)F)cc1	105	110	98	83	91	101	107	96	89
NN1CCOC(c2ccccc2)C1 (stereo not given)	101	107	103	98	113	102	122	71	91

(further entries)
Order of values – HCT-15, HCC-2998, 786-0, SW-620, HT29, SN12C, TK-10, UO-31, HCT-116
- O=C(Nc1cccc(Cl)c1)c1cc(Cl)ccc1O
→ 12, x, 5.5*, 6.4*, 16, -0.4*, 13, 7.5*, 6.0*
- CCCc1ccc(-c2cc(C(Cl)Cl)no2)cc1
→ 96, 112, 110, 95, 118, 102, 132, 94, 108
- COc1c(F)ccc(C(=O)Nc2ccc3nc(NC(=O)C4CCCN(S(=O)(=O)c5ccc(Br)s5)C4)sc3c2)c1F (stereo not given)
→ 63, 99, 62, 100, 76, 86, 116, 78, 65
- O=C(O)c1cc(N2CCCCC2)ccn1
→ 101, 99, 102, 103, 102, 96, 106, 72, 101
- CCCCCCCCCCCCNC(=O)N1C(=O)CCC1C(=O)NCc1ccc(Cl)cc1Cl (stereo not given)
→ 91, 92, 89, 98, 87, 92, 99, 53, 83
- CCCC(C)NCCCCCNc1cc(OC)cc2cccnc12 (stereo not given)
→ 80, 58, 81, 92, 58, 88, 104, 68, 97
- N=C1C(c2nc(-c3ccc(Br)cc3)cs2)=C(O)CN1CC1CCCO1 (stereo not given)
→ 90, 95, 62, 60, 98, 111, 135, 21, 26
- OC1(c2ccccc2Cc2ccccc2)c2ccccc2Oc2ccccc21
→ 73, 97, 85, 97, 80, 89, 84, 61, 74
- c1cn2cc(-c3ccsc3)nc(-c3ccc4c(c3)ncn4C3CCCCC3)c2n1
→ 99, 98, 94, 112, 94, 107, 97, 77, 87
- CCc1ccccc1N/N=C/c1cn(-c2ccc(C(=O)O)cc2)nc1-c1cc2ccccc2oc1=O
→ 106, 118, 107, 103, 99, 103, 117, 62, 103

Remaining list, next part:
Order of values – HCT-15, HCC-2998, 786-0, SW-620, HT29, SN12C, TK-10, UO-31, HCT-116
- Fc1ccc2nc(Cl)c(Cn3nnc(SCc4ccccc4)n3)cc2c1
→ 95, 107, 89, 103, 102, 96, 95, 89, 103
- CCCCCO/N=C\c1c2c(O)c3c(O)c(C)c4c(c3c1O)C(=O)C(C)(O/C=C\C(OC)C(C)C(OC(C)=O)C(C)C(O)C(C)C(O)C(C)/C=C\C=C(\C)C(=O)N2)O4 (stereo not given)
→ 16, 6.5*, 32, 18, 2.5*, 28, 38, 18, 9.5*
- O=S(O)c1ccccc1
→ 115, 88, 107, 105, 93, x, 89, 84, 119
- CN(C)c1nc(Cl)nc2c1nc(Cl)n2C1CCCCO1 (stereo not given)
→ 97, 104, 124, x, 119, 118, 131, 89, 118
- CC(C)(C)Oc1ccc(OC[C@@H]2Cc3cc(F)ccc3CN2C(=O)c2cccc3ccccc23)cc1
→ 46, 92, 72, 64, 51, 61, 67, 42, 38
- CC(=O)c1cc(C(=O)c2ccc(Br)cc2)n2ccc(C#N)cc12
→ 106, 106, 101, 111, 111, 107, 124, 103, 105
- Cc1cccnc1N
→ 102, 100, 99, 99, 104, 98, 100, 89, 103
- CCn1c(C)nc2cc(N)ccc21
→ 113, 103, 102, 102, 111, x, 126, 87, 99
- CC1CN(C2=NC(=O)/C(=C\c3ccc(N(C)C)cc3)S2)CC(C)O1 (stereo not given)
→ 100, 98, x, 101, 104, 96, 123, 74, 90
- CCCN(CCC)CC(O)c1cc2c(c3ccccc13)CCCC2 (stereo not given)
→ 72, 91, 93, 90, 62, 86, 106, 73, 69

More results
Order of values – HCT-15, HCC-2998, 786-0, SW-620, HT29, SN12C, TK-10, UO-31, HCT-116
- C[C@H]1C[C@@H]2[C@H]([C@@H](O)C[C@@]3(C)[C@H]2CC[C@]3(O)C(=O)CO)[C@@]2(C)CCC(=O)C=C12
→ 101, 109, 94, 104, 94, 69, 99, 94, 82
- COC(=O)/C=C1/SC(=Nc2cccc(OC)c2)N(CCc2c[nH]c3ccc(O)cc23)C1=O
→ 26, 65, 74, 56, 92, 62, 117, 56, 34
- N#CC1=C(N)Oc2ccc3ccccc3c2C1c1ccc([N+](=O)[O-])cc1 (stereo not given)
→ 88, 107, 88, 100, 105, 90, 156, 51, 86
- O=c1[nH][nH]c(=O)c2cc([N+](=O)[O-])ccc12
→ 121, 100, 106, 101, 103, 108, 104, 86, 101
- C=C(CNCCNCCN)[C@@H]1CC[C@]2(COC(C)=O)CC[C@]3(C)[C@H](CC[C@@H]4[C@@]5(C)CCCNC(C)(C)[C@@H]5CC[C@]43C)[C@@H]12
→ 66, 86, 80, 81, 78, 88, 85, 55, 61
- N#Cc1c(NC(=O)Nc2cc(C(F)(F)F)cc(C(F)(F)F)c2)sc2c1CCCC2
→ 84, 97, 95, 93, 85, 98, 100, 87, 78
- Cc1cn([C@@]2(CF)O[C@H](CO)C2C)c(=O)[nH]c1=O (stereo not given in full)
→ 114, 108, 195, 101, 108, 109, 123, 89, 100
- Nc1c(S(=O)(=O)O)ccc2c1C(=O)c1ccccc1C2=O
→ 100, 103, 100, 109, 100, 110, 101, 90, 112
- NS(=O)(=O)c1ccc(CN2C(=O)c3nccnc3C2=O)cc1
→ 109, 102, 114, 103, 106, 110, 112, 67, 103
- CCOC(=O)COc1c(C)cccc1C
→ 107, 98, 93, 93, 98, 107, 104, 85, 99

Next section
Order of values – HCT-15, HCC-2998, 786-0, SW-620, HT29, SN12C, TK-10, UO-31, HCT-116
- CN1CCN(c2nc3cc(-c4ccccc4)sc3c(=O)[nH]2)CC1
→ 100, 94, 95, 108, 103, 96, 99, 82, 98
- O=C(Nc1cccc(Cl)c1)Oc1c(Cl)cc(Cl)c(Cl)c1Cl
→ 101, 102, 97, 106, 101, 102, 117, 85, 87
- O=c1oc2ccccc2cc1-c1nn(-c2ccccc2)cc1/C=N/Nc1nc(-c2ccccc2)c(N=Nc2ccccc2)s1
→ 42, 86, 91, 43, 32, 103, 95, 73, 57
- O=C(c1ccccc1)c1c(/C=C/c2ccc(F)cc2)c2ccccc2[nH]c1=O
→ 112, 112, 112, 95, 102, 92, 92, 71, 92
- COc1ccc(/C=C2\C(=O)N(C(=O)c3csc(NC(C)=O)n3)N=C2C)cc1
→ 103, 103, 100, 106, 99, 106, 102, 82, 98
- Cc1ccc(C)c(CCC(O)CCl)c1 (stereo not given)
→ 106, 119, 114, 98, 110, 98, 107, 85, 104
- CC1CN(c2ccc3ncc(-c4nc(NC5CC5)ncc4F)n3c2)CC(C)O1 (stereo not given)
→ 80, 116, 91, 92, 82, 88, 87, 68, 64
- C#C[C@]1(O)CC[C@H]2[C@@H]3CC=C4c5sc(Nc6cc(Cl)ccn6)nc5CC[C@]4(C)[C@H]3CC[C@@]21C
→ 3.8*, 40, -71*, -1.4*, 21, 54, 35, -51*, 14
- Nc1ccc2c(c1)NC(=O)CN2
→ 98, 99, 91, 95, 90, 108, 88, 88, 96
- COC(=O)C1(O)NC(=C(C#N)C#N)C(C#N)=C1C(=O)c1ccc(OC)c(OC)c1 (stereo not given)
→ 105, 117, 101, 98, 100, 97, 122, 87, 91

New compounds follow.
Order of values – HCT-15, HCC-2998, 786-0, SW-620, HT29, SN12C, TK-10, UO-31, HCT-116
- CCCNC(=O)CCCNc1ncnc2c1ncn2-c1cccc(C(C)O)c1 (stereo not given)
→ 104, 112, 99, 99, 105, 91, 113, 103, 91
- COc1ccc(NC(=O)Nc2ccc(OCC(=O)c3ccc(OC)cc3)cc2)cc1
→ 99, 118, 73, 115, 115, 98, 111, 86, 100
- O=C1CCN(c2ccccc2)N1
→ 97, 86, 85, 107, 107, 101, 100, 70, 92
- COc1cc(C2CC(c3cccs3)=NN2c2ccc(S(N)(=O)=O)cc2)cc(OC)c1OC (stereo not given)
→ 96, 111, 99, 104, 120, 96, 106, 88, 114
- COc1ccc(C(=O)CSc2nc(-c3ccc(OC)cc3)c(C#N)c(=O)[nH]2)cc1
→ 90, 104, 96, 90, 100, 83, 107, 69, 100
- O=c1c(O)c(-c2cccc(O)c2)oc2ccccc12
→ 75, 111, 106, 102, 97, 89, 140, 61, 77
- CCCCC1CCCCN1C(=O)OC (stereo not given)
→ 100, 113, 111, 99, 111, 104, 114, 77, 109
- O=C(c1ccccc1)C(NCc1ccccc1)c1ccccc1 (stereo not given)
→ 107, 105, 91, 102, 102, 98, 107, 100, 82
- O=c1c2ccccc2c2ccccc2c(=O)n1-c1ccc([N+](=O)[O-])cc1[N+](=O)[O-]
→ 106, 98, 101, 106, 102, 99, 118, 82, 101
- Cc1ccc(Nc2nc(-c3cc(O)c(C)c(C)c3O)cs2)cc1
→ 77, 112, 118, 111, 112, 97, 120, 90, 105
- O=C1/C(=C/c2ccc(Cl)cc2)SC(=S)N1N1CCOCC1
→ 103, 100, 108, 107, 100, 94, 96, 78, 111
